BoNT-A LC inh2: BoNT/A light chain protease inhibitors, primary screen, biochemical, flow cytometry, MLPCN library; multiplex microsphere protease substrate cleavage; inhibition, % at 10 µM; 0.17% of 360,000 active; AID 588499, 2011; also: plate controls were buffer without enzyme for full effect and enzyme alone for no effect
Anthrax LF inh2: Bacillus anthracis LF protease inhibitors, primary screen, biochemical, multiplex microsphere, MLPCN library | AID 588501, 2011 | inhibition, % at 10 µM | multiplex microsphere protease cleavage assay | Lethal factor (Bacillus anthracis), P15917 | 0.12% of 360,000 active; also: plate controls were buffer without enzyme for full effect and enzyme alone for no effect
Y pestis TopoI: Yersinia pestis topoisomerase I inhibitors, primary screen, biochemical, cleavage product accumulation, plate reader, single point | 0.064% of 360,000 active | activity, % at 10 µM | AID 504884, 2011 | DNA topoisomerase I (Yersinia pestis CO92) | Y. pestis Topo-I cleavage product accumulation; in the data active = activity above about 50%, passing the limit was not always enough; also: inactives centre near 2
PrPC TRFRET: inhibitors of human cell surface prion protein PrPC, primary screen, cell-based, TR-FRET; TR-FRET read-out; inhibition, % at 13.8 µM; 0.43% of 370,000 active; AID 720596, 2013; in the data active = inhibition above about 24%; also: 0% = median of the test wells and 100% = reference compound wells
BoNT F protease: BoNT/F light chain protease inhibitors, primary screen, biochemical, flow cytometry, MLPCN library; Botulinum neurotoxin type F light chain protease (Clostridium botulinum); Multiplex microsphere protease cleavage assay; inhibition, % at 10 µM; 0.22% of 360,000 active; in the data active = inhibition above about 35%, passing the limit was not always enough; also: plate controls were buffer without enzyme for full effect and enzyme alone for no effect
FadD28 FP inh: inhibitors of FadD28 bisubstrate probe binding, primary screen, biochemical, fluorescence polarization, single point; AID 588549, 2011; Mycobacterium tuberculosis FadD28 fatty-acid-AMP ligase; 0.22% of 360,000 active; inhibition, % at 12.5 µM; in the data active = inhibition above about 8.5%, passing the limit was not always enough
PfHsp40 yeast: rescue of yeast from PfHsp40 toxicity, primary screen, S. cerevisiae, ATP luminescence; S. cerevisiae expressing PfHsp40, growth rescue; growth rescue, % at 12.5 µM; 0.68% of 340,000 active; AID 504582, 2011; in the data active = growth rescue above about 28%, passing the limit was not always enough;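 also: yeast W303a lacking pdr1 and pdr3 grown in galactose medium; growth measured after three days at 30 °C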
TcdB inh: TcdB glycohydrolase inhibitors, primary screen, biochemical, single point, plate reader; Toxin B (Clostridioides difficile), P18177; TcdB glycohydrolase enzymatic assay; inhibition, % at 9.99 µM; 0.24% of 350,000 active; AID 652162, 2013; in the data active = inhibition above about 10%
CCHFV vOTU inh: CCHFV vOTU protease inhibitors, primary screen, biochemical, Pep-AMC substrate, fluorescence. inhibition, % at 11.5 µM. 0.55% of 370,000 active; in the data active = inhibition above about 30%; also: 0% = vehicle wells with enzyme and 100% = no enzyme wells
* hit, by the source's call; nt = not tested or not shown. Rule as the data show it, unless noted: active = inhibition above about 30%; inconclusive = no clear call, values can overlap the other calls; inactive = below that.

SMILES	BoNT-A LC inh2	Anthrax LF inh2	Y pestis TopoI	PrPC TRFRET	BoNT F protease	FadD28 FP inh	PfHsp40 yeast	TcdB inh	CCHFV vOTU inh
CCc1nnc(NS(=O)(=O)c2ccc(NC(=S)Nc3ccc(F)cc3)cc2)s1	-0.7	-2	-2	-1	-1	-0.8	-0.8	3.2	2
O=C1N(Cc2ccc(F)cc2Cl)c2ccccc2C12OCCCO2	1.9	0	-8	-3	-1	4.5	0.6	nt	-6
Cc1cc(C)c2c(CC(=O)NNC(=O)c3ccccc3)coc2c1	-0.6	4	-6	-2	-12	-3.5	1.6	0.4	12
CC(=O)Nc1ccc(NC(=O)COC(=O)Cc2cccs2)cc1	0.2	2	8	5	-7	0.8	-1.2	nt	-7
COCCCNC(=O)c1ccc([N+](=O)[O-])cc1	0.4	2	-8	-13	-1	-1.4	1.0	1.1	0

3 entries from above, sorted by heavy-atom count, highest first.
SMILES	BoNT-A LC inh2	Anthrax LF inh2	Y pestis TopoI	PrPC TRFRET	BoNT F protease	FadD28 FP inh	PfHsp40 yeast	TcdB inh	CCHFV vOTU inh
CCc1nnc(NS(=O)(=O)c2ccc(NC(=S)Nc3ccc(F)cc3)cc2)s1	-0.7	-2	-2	-1	-1	-0.8	-0.8	3.2	2
O=C1N(Cc2ccc(F)cc2Cl)c2ccccc2C12OCCCO2	1.9	0	-8	-3	-1	4.5	0.6	nt	-6
COCCCNC(=O)c1ccc([N+](=O)[O-])cc1	0.4	2	-8	-13	-1	-1.4	1.0	1.1	0

2 compounds from above, showing only PfHsp40 yeast, Anthrax LF inh2 and BoNT F protease.
Molecule	PfHsp40 yeast	Anthrax LF inh2	BoNT F protease
CC(=O)Nc1ccc(NC(=O)COC(=O)Cc2cccs2)cc1	-1.2	2	-7
COCCCNC(=O)c1ccc([N+](=O)[O-])cc1	1.0	2	-1

Random excerpt: two compounds from above.
SMILES	BoNT-A LC inh2	Anthrax LF inh2	Y pestis TopoI	PrPC TRFRET	BoNT F protease	FadD28 FP inh	PfHsp40 yeast	TcdB inh	CCHFV vOTU inh
Cc1cc(C)c2c(CC(=O)NNC(=O)c3ccccc3)coc2c1	-0.6	4	-6	-2	-12	-3.5	1.6	0.4	12
COCCCNC(=O)c1ccc([N+](=O)[O-])cc1	0.4	2	-8	-13	-1	-1.4	1.0	1.1	0

Not a hit list; overall some 2.3% were active at least once.
